GPR55 LPI antagonism – inhibition of LPI-stimulated GPR55 beta-arrestin translocation – imaging, U2OS, beta-arrestin-GFP, LPI agonist, primary screen (AID 2013); U2OS GPR55 beta-arrestin-GFP translocation imaging, LPI antagonism; higher % means a stronger effect; inhibition, % at 10 µM, or IC50 in µM where a hit was titrated; hit rate 0.13% among 290,000;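 active = spots per cell inhibited over 60%, with over 100 cells counted and total cytoplasm intensity under 500,000; inconclusive = wells with under 100 cells, flagged as likely toxic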;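 also: U2OS cells stably carrying GPR55 and arrestin-GFP stimulated by 5 µM LPI near EC80; imaged beta-arrestin-GFP aggregate spots per cell after agonist stimulation; plate controls were LPI-stimulated DMSO wells for no effect and DMSO wells without LPI for full effect; some results filed as inactive read as strong as hits; confirmed hits need IC50 under 10 µM and bright autofluorescent wells are also inconclusive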
GPR35 antagonists – GPR35 antagonists blocking zaprinast-driven arrestin recruitment, primary screen, imaging, U2OS, beta-arrestin-GFP, zaprinast agonist (AID 2058); U2OS GPR35 beta-arrestin-GFP translocation imaging, zaprinast antagonism; higher % means a stronger effect; one-dose inhibition, % at 10 µM; IC50 in µM for titrated hits; hit rate 0.052% among 290,000;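 active = inhibition of at least 50% with at least 30 cells and total cytoplasm GFP at most 10,000,000; inconclusive = under 30 cells or total GFP of 10,000,000 plus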
PhoP inhibition – inhibitors of PhoP regulon expression, primary screen, Salmonella Typhimurium, GFP reporter (AID 1863) | S. Typhimurium PhoP-regulated promoter GFP reporter, 4 h; higher % means a stronger effect | inhibition, % at 50 µM, or IC50 in µM where a hit was titrated | hit rate 0.16% among 300,000;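 active = inhibition over 29.93%, a cutoff 3 SD above the screen mean, later confirmed by dose response; inconclusive = inhibition over 29.93% but no dose response follow-up; inactive = inhibition at most 29.93% or unconfirmed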;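 also: 0% = low Mg2+ inducing control and 100% = high Mg2+ repressing control; strong numbers were not always called active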
MgcRacGAP inhibition – MgcRacGAP GTPase-activating activity inhibitors, confirmation, biochemical, ADP Hunter fluorescence | one-dose inhibition, % at 30 µM; IC50 in µM for titrated hits | AID 624330 | MgcRacGAP-stimulated Rac1 GTP hydrolysis, ADP Hunter fluorescence; higher % means a stronger effect; GST-tagged Rac1 F28L mutant substrate | hit rate 0.6% among 340,000;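 active = first-screen hits whose inhibition reached a set limit at any dose in the follow-up dose series; inconclusive = inhibition above the set first-screen limit but never retested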;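 also: fluorescence reports GDP produced by GAP-driven GTP hydrolysis; strong numbers were not always called active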
LYP inhibition – inhibitors of LYP phosphatase, biochemical, fluorescence intensity, uHTS (AID 1779). one-dose inhibition, % at 11.5 µM; IC50 in µM for titrated hits. recombinant LYP phosphatase, fluorescence intensity; higher % means a stronger effect. hit rate 0.054% among 290,000; in the data active = inhibition above about 50%;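 also: plate controls were vehicle with enzyme for no effect and no enzyme for full effect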
HIV peptide binding – inhibitors of HIV fusion peptide binding, primary screen, biochemical, uHTS, fluorescence dequenching (AID 1986). cell-free peptide binding, fluorescence dequenching, 30 min; higher % means a stronger effect. one-dose inhibition, % at 20 µM; IC50 in µM for titrated hits. hit rate 0.3% among 290,000; in the data active = inhibition mostly above about 52%, no sharp cut-off; inactive = mostly below about 76%; also: some results filed as inactive read as strong as hits
SIAH1 antagonists – blockers of Siah-1 interaction with plectin peptide – biochemical, fluorescence polarization, rhodamine-plectin, uHTS, primary screen (AID 1817) | hit rate 0.02% among 290,000 | displacement, % at 20 µM; hits with a dose series show IC50 in µM | Siah-1 / rhodamine-plectin peptide fluorescence polarization; higher % means a stronger effect;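 active = displacement of at least 50% at 20 µM, with a fluorescence ratio check between 0.3 and a set limit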;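 also: plate controls were Siah plus tracer with DMSO for no effect and tracer alone without Siah for full effect; strong numbers were not always called active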
Myeloid diff 2 – myeloid differentiation induction. ER-HoxA9 myeloid progenitors, lysozyme-GFP differentiation, flow cytometry. calls only at 10 µM. hit rate 1% among 360,000. AID 624256;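 active = normalized GFP-positive differentiation at or above the plate's own cutoff, the solvent-only control mean plus 3 SD; inconclusive = no clear call, values can overlap the other calls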;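 also: cells exposed to compound for four days before flow analysis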
NTR1 agonist – NTR1-driven beta-arrestin-GFP spot formation – imaging, U2OS cells, high content, primary screen (AID 493036) | P30989 | agonist mode | activation, % at 20 µM | hit rate 0.17% among 330,000;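 active = activation at or above 40% of the spot to cytoplasm intensity ratio, with at least 20 cells analyzed; inconclusive = wells under 20 cells, flagged as cytotoxic or low count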;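 also: 0% = DMSO without peptide and 100% = 100 nM NTR1 peptide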
Target sequence (P30989 whole entry, looked up): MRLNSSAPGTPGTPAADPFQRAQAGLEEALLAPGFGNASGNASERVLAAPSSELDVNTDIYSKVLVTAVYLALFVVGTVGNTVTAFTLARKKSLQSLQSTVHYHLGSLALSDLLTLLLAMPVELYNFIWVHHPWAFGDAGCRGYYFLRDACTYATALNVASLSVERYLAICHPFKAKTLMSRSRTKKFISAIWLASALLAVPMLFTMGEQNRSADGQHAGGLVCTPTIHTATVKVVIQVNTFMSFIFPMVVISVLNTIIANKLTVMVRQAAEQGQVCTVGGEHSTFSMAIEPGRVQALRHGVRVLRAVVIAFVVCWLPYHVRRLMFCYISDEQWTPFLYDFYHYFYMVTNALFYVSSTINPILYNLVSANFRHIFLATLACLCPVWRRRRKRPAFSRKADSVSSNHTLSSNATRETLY
NTR1 agonist cell count 20 µM – second read-out of NTR1 agonist, no call of its own (marks repeat the call); cell count; measured here: cell count, cytotoxicity flag
Myeloid diff 2 GFP+ MAC1+ % – second read-out of Myeloid diff 2, no call of its own (marks repeat the call); GFP+ MAC1+ double positive, %; measured here: differentiation confirmed by MAC1 staining
* marks the source's active call; other numbers are inactive results; & = joins results of further samples.

Results for Cn1c(-c2ccccc2)cnc1NCc1ccc(F)cc1 ?
GPR55 LPI antagonism: -10%; GPR35 antagonists: -14%; MgcRacGAP inhibition: inconclusive; LYP inhibition: -12%; HIV peptide binding: 0.1%; SIAH1 antagonists: 2%; Myeloid diff 2: inactive; NTR1 agonist: -0.8; NTR1 agonist cell count 20 µM: 47; Myeloid diff 2 GFP+ MAC1+ %: 0.8

What do the screens show for `Cc1ccccc1OCC(=O)OCC(=O)Nc1cc(C(F)(F)F)ccc1N1CCOCC1`?
GPR55 LPI antagonism: -5%; GPR35 antagonists: 4%; PhoP inhibition: 11%; MgcRacGAP inhibition: 12%; LYP inhibition: -2%; HIV peptide binding: 2.2%; SIAH1 antagonists: -1%; Myeloid diff 2: inactive; NTR1 agonist: 0.3; NTR1 agonist cell count 20 µM: 97; Myeloid diff 2 GFP+ MAC1+ %: 0.1

What do the screens show for `O=C(c1ccccc1Cc1ccccc1)N1CCN(S(=O)(=O)c2ccccc2[N+](=O)[O-])CC1`?
PhoP inhibition: -6%; MgcRacGAP inhibition: 5%; Myeloid diff 2: inactive; NTR1 agonist: 2.1; NTR1 agonist cell count 20 µM: 66; Myeloid diff 2 GFP+ MAC1+ %: 0.4

How did CN1CC(=O)N=C1N do in these assays?
GPR55 LPI antagonism: -6%; GPR35 antagonists: 8%; PhoP inhibition: -3%&9%; MgcRacGAP inhibition: 3%&2%; LYP inhibition: -4%; HIV peptide binding: 0.5%; SIAH1 antagonists: 5%; Myeloid diff 2: inactive; NTR1 agonist: 0.2&-1.4; NTR1 agonist cell count 20 µM: 78&72; Myeloid diff 2 GFP+ MAC1+ %: 1.2&1.5

Results for CCOC(=O)Cn1nnc2c(sc3nc4c(c(-c5ccccc5)c32)CCC4)c1=O ?
GPR55 LPI antagonism: -2%; GPR35 antagonists: -1%; PhoP inhibition: 11%; MgcRacGAP inhibition: 9%; LYP inhibition: 5%; HIV peptide binding: -3.4%; SIAH1 antagonists: -2%; Myeloid diff 2: inactive; NTR1 agonist: 15; NTR1 agonist cell count 20 µM: 55; Myeloid diff 2 GFP+ MAC1+ %: 0.9

How did Nc1ccc(C(=O)NNC(=O)C2COc3ccccc3O2)cc1[N+](=O)[O-] (centres undefined) do in these assays?
PhoP inhibition: -1%; MgcRacGAP inhibition: 7%; Myeloid diff 2: inactive; NTR1 agonist: 0.0; NTR1 agonist cell count 20 µM: 67; Myeloid diff 2 GFP+ MAC1+ %: 0.4

Results for O=c1/c(=C\c2ccc(O)cc2)sc2nc(-c3ccccc3)c(-c3ccccc3)n12 ?
GPR55 LPI antagonism: 8%; GPR35 antagonists: 29%; PhoP inhibition: -11%; MgcRacGAP inhibition: 14%; LYP inhibition: 2%; HIV peptide binding: -0.7%; SIAH1 antagonists: -9%; Myeloid diff 2: inactive; NTR1 agonist: 46*; NTR1 agonist cell count 20 µM: 57*; Myeloid diff 2 GFP+ MAC1+ %: 1.4

How did Cn1c(CNC(=O)CNS(=O)(=O)c2ccccc2)cc(=O)n(C)c1=O do in these assays?
GPR55 LPI antagonism: -3%; GPR35 antagonists: -2%; PhoP inhibition: -2%; MgcRacGAP inhibition: 2%; LYP inhibition: -9%; HIV peptide binding: -0.8%; SIAH1 antagonists: -4%; Myeloid diff 2: inactive; NTR1 agonist: 1.0; NTR1 agonist cell count 20 µM: 64; Myeloid diff 2 GFP+ MAC1+ %: 1.3

Results for Cc1ccccc1NC(=O)Cc1nnc(SCC(=O)Nc2ccccc2)n1C ?
GPR55 LPI antagonism: -3%; GPR35 antagonists: -3%; PhoP inhibition: -9%; MgcRacGAP inhibition: -10%; LYP inhibition: -9%; HIV peptide binding: -0.8%; SIAH1 antagonists: -2%; Myeloid diff 2: inactive; NTR1 agonist: -0.9; NTR1 agonist cell count 20 µM: 76; Myeloid diff 2 GFP+ MAC1+ %: 0.6

How did CC1CCCN(S(=O)(=O)c2ccc(Br)s2)C1 (centres undefined) do in these assays?
GPR55 LPI antagonism: 1%; GPR35 antagonists: 15%; PhoP inhibition: 5%; MgcRacGAP inhibition: 9%; LYP inhibition: 0%; HIV peptide binding: 2.5%; SIAH1 antagonists: 2%; Myeloid diff 2: inactive; NTR1 agonist: -0.6; NTR1 agonist cell count 20 µM: 47; Myeloid diff 2 GFP+ MAC1+ %: 0.9

Results for Cc1ccc(-c2cnc(-c3ccncc3)o2)cc1 ?
GPR55 LPI antagonism: 0%; GPR35 antagonists: -12%; PhoP inhibition: -5%; MgcRacGAP inhibition: 7%; LYP inhibition: -10%; HIV peptide binding: -0.1%; SIAH1 antagonists: -3%; Myeloid diff 2: inactive; NTR1 agonist: 0.3; NTR1 agonist cell count 20 µM: 84; Myeloid diff 2 GFP+ MAC1+ %: 0.7

What do the screens show for `O=S(=O)(Cc1ccccc1)N1CCCCCC1`?
GPR55 LPI antagonism: 12%; GPR35 antagonists: 1%; PhoP inhibition: 2%; MgcRacGAP inhibition: 17%; LYP inhibition: -4%; HIV peptide binding: -0.4%; SIAH1 antagonists: 3%; Myeloid diff 2: inactive; NTR1 agonist: 1.0; NTR1 agonist cell count 20 µM: 73; Myeloid diff 2 GFP+ MAC1+ %: 7.6

How did CCOC(=O)c1nnc(-c2ccc(C)cc2)nc1Oc1ccccc1Cl do in these assays?
GPR55 LPI antagonism: 6%; GPR35 antagonists: -6%; PhoP inhibition: -15%; MgcRacGAP inhibition: 5%; LYP inhibition: 7%; HIV peptide binding: 2.3%; SIAH1 antagonists: -2%; Myeloid diff 2: inactive; NTR1 agonist: 16; NTR1 agonist cell count 20 µM: 58; Myeloid diff 2 GFP+ MAC1+ %: 0.6

What do the screens show for `O=C(COC(=O)Cc1ccc(S(=O)(=O)N2CCCCC2)s1)Nc1ccc2c(c1)OCO2`?
GPR55 LPI antagonism: 1%; GPR35 antagonists: 7%; PhoP inhibition: -2%; MgcRacGAP inhibition: 6%; LYP inhibition: 2%; HIV peptide binding: 3.1%; SIAH1 antagonists: 6%; Myeloid diff 2: inactive; NTR1 agonist: 1.0; NTR1 agonist cell count 20 µM: 58; Myeloid diff 2 GFP+ MAC1+ %: 0.7

How did COc1ccc(NC(=O)c2ccc3c(c2)NC(=O)CS3)cc1S(=O)(=O)Nc1ccc(Br)cc1 do in these assays?
GPR55 LPI antagonism: -3%; GPR35 antagonists: -38%; PhoP inhibition: 1%; MgcRacGAP inhibition: 13%; LYP inhibition: 6%; HIV peptide binding: 0.9%; SIAH1 antagonists: -5%; Myeloid diff 2: inactive; NTR1 agonist: 3.3; NTR1 agonist cell count 20 µM: 85; Myeloid diff 2 GFP+ MAC1+ %: 1.0

How did COc1ccc(N2CCN(C(=S)NCc3ccc(C)cc3)CC2)cc1 do in these assays?
GPR55 LPI antagonism: 10%; GPR35 antagonists: -8%; PhoP inhibition: -8%; MgcRacGAP inhibition: 9%; LYP inhibition: 2%; HIV peptide binding: -0.6%; SIAH1 antagonists: 18%; Myeloid diff 2: inactive; NTR1 agonist: -0.2; NTR1 agonist cell count 20 µM: 29; Myeloid diff 2 GFP+ MAC1+ %: 0.1

How did COC(=O)C(Cc1ccccc1)NC(=O)CSc1nc(C)cc(=O)[nH]1 (centres undefined) do in these assays?
GPR55 LPI antagonism: 11%; GPR35 antagonists: -4%; PhoP inhibition: -11%; MgcRacGAP inhibition: 17%; LYP inhibition: -8%; HIV peptide binding: -1.7%; SIAH1 antagonists: 5%; Myeloid diff 2: inactive; NTR1 agonist: -1.2; NTR1 agonist cell count 20 µM: 55; Myeloid diff 2 GFP+ MAC1+ %: 2.5

How did N#Cc1ccccc1OCC(=O)NCC(c1cccs1)N1CCOCC1 (centres undefined) do in these assays?
GPR55 LPI antagonism: 13%; GPR35 antagonists: 4%; PhoP inhibition: 0%; MgcRacGAP inhibition: 6%; LYP inhibition: -4%; HIV peptide binding: 1.6%; SIAH1 antagonists: -2%; Myeloid diff 2: inactive; NTR1 agonist: -0.7; NTR1 agonist cell count 20 µM: 76; Myeloid diff 2 GFP+ MAC1+ %: 1.8

What do the screens show for `Cc1cc(C(=O)N/N=C/c2ccccn2)n[nH]1`?
GPR55 LPI antagonism: -3%; GPR35 antagonists: 8%; PhoP inhibition: 7%; MgcRacGAP inhibition: 9%; LYP inhibition: -1%; HIV peptide binding: 2.0%; SIAH1 antagonists: 3%; Myeloid diff 2: inactive; NTR1 agonist: 0.9; NTR1 agonist cell count 20 µM: 96; Myeloid diff 2 GFP+ MAC1+ %: 0.2

How did COc1ccc(NC(=O)N2CCCc3ccccc32)cc1 do in these assays?
GPR55 LPI antagonism: -1%; GPR35 antagonists: -8%; PhoP inhibition: -1%; MgcRacGAP inhibition: 4%; LYP inhibition: -3%; HIV peptide binding: -2.0%; SIAH1 antagonists: 0%; Myeloid diff 2: inactive; NTR1 agonist: 1.7; NTR1 agonist cell count 20 µM: 65; Myeloid diff 2 GFP+ MAC1+ %: 0.4

Results for CC(C)(C)NCCCCOc1ccc(F)cc1 ?
GPR55 LPI antagonism: -5%; GPR35 antagonists: -16%; PhoP inhibition: 3%; MgcRacGAP inhibition: 5%; LYP inhibition: -6%; HIV peptide binding: -1.0%; SIAH1 antagonists: -1%; Myeloid diff 2: inactive; NTR1 agonist: 0.0; NTR1 agonist cell count 20 µM: 47; Myeloid diff 2 GFP+ MAC1+ %: 1.7

What do the screens show for `Cc1ccc(-c2csc(CC(N)=O)n2)cc1`?
GPR55 LPI antagonism: -1%; GPR35 antagonists: 8%; PhoP inhibition: 9%; MgcRacGAP inhibition: 10%; LYP inhibition: -4%; HIV peptide binding: -0.2%; SIAH1 antagonists: 6%; Myeloid diff 2: inactive; NTR1 agonist: 1.4; NTR1 agonist cell count 20 µM: 76; Myeloid diff 2 GFP+ MAC1+ %: 0.5

Compound activity (PubChem)
